# High-throughput results from PubChem.
# CSN inh – inhibitors of CSN-mediated cullin deneddylation, primary screen, biochemical, fluorescence polarization, uHTS; Purified CSN, SCF-Nedd8-OG deneddylation; inhibition, % at 12.5 µM; 0.38% of 360,000 active; AID 651999, 2013;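 active means pattern-corrected inhibition above about 35%, with an unprinted fluorescence ratio check between 0.5 and 1.5, limit read from the data, passing the limit was not always enough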;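 further: 0% = enzyme with substrate and 100% = substrate without enzyme; some results filed as inactive read as strong as hits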
#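 test system = HEK293T-derived human Csn5 enzyme | amount = 0.24 nM Csn5 enzyme, final concentration | medium = Tris/NaCl/DTT buffer, pH 7.5 | schedule = 90 min reaction at room temperature | signal = FP | evaluation = inhibition of Csn5 cleavage, % | compound dosing = single dose of 12.5 µM compound with 0.25% DMSO | probe or stimulus = 10 nM SCFSkp2-Nedd8OG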
# bovine MsrA act – bovine MsrA enzyme activators, primary screen, biochemical, absorbance, HTS | Methionine sulfoxide reductase A (Bos taurus) | purified bovine MsrA, absorbance read-out | activation, % at 10.6 µM | 0.3% of 360,000 active; in the data active means activation above about 7.5%;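 further: 0% = vehicle and 100% = reference activator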
# eLon inh – inhibitors of E. coli Lon protease, primary screen, biochemical, fluorescence polarization; P0A9M0; purified E. coli Lon protease; inhibition, % at 7.94 µM; 0.42% of 360,000 active; in the data active means inhibition above about 13%, passing the limit was not always enough;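 further: 0% = enzyme with probe and DMSO and 100% = no enzyme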
# MLLE-PAM2 inh – inhibitors of PABP1 MLLE–PAM2 peptide binding, primary screen, biochemical, fluorescence polarization, FITC-PAM2, GST-MLLE; Polyadenylate-binding protein 1 (Homo sapiens), P11940; inhibition, % at 20 µM; 0.36% of 360,000 active; AID 588489, 2011; in the data active means inhibition above about 35%, passing the limit was not always enough;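 further: plate controls were DMSO wells with GST-MLLE for no effect and wells lacking GST-MLLE protein for full effect; some results filed as inactive read as strong as hits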
# Target sequence (P11940 whole entry, looked up): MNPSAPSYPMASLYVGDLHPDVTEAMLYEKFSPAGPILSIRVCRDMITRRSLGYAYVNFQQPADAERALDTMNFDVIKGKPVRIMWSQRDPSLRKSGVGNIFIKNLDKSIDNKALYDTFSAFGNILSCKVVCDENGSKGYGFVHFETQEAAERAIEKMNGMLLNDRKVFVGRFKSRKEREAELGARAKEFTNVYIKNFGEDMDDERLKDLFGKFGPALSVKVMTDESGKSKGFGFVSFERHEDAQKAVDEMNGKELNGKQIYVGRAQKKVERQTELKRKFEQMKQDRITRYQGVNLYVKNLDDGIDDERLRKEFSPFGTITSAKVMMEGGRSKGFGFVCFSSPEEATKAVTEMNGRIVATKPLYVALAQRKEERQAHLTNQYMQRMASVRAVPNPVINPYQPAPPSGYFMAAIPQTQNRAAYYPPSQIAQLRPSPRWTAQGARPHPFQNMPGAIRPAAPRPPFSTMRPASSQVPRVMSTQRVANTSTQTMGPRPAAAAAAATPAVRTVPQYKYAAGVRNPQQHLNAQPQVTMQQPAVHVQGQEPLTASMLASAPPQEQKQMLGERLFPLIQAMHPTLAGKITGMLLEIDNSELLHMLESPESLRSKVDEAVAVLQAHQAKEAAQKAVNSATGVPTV
# Rpn11 block – Rpn11 (PSMD14) deubiquitinase inhibitors, primary screen, biochemical, fluorescence polarization, uHTS. 26S proteasome non-ATPase regulatory subunit 14 (Homo sapiens), O00487. calls only at 20 µM. human 26S proteasome, Ub4-pepOG fluorescence polarization; 20S core pre-blocked with epoxomicin. AID 588493, 2011. 0.59% of 360,000 active;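 active means inhibition at 20 µM, scaled to each plate's controls, above about 33%, limit read from the data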
# Target sequence (O00487 whole entry, looked up): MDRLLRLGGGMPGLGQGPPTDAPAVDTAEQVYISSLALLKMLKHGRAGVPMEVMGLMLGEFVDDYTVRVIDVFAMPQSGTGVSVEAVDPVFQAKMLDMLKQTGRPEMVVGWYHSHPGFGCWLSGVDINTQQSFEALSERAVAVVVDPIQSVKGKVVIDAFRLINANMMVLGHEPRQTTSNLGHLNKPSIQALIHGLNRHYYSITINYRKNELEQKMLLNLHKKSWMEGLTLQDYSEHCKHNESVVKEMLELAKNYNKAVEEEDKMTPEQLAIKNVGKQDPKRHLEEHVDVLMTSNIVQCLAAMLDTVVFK
# MsrA inhibitor – bovine MsrA enzyme inhibitors, primary screen, biochemical, absorbance, HTS | Methionine sulfoxide reductase A (Bos taurus) | purified bovine MsrA, absorbance read-out | inhibition, % at 15.5 µM | 0.75% of 360,000 active | AID 651718, 2012; in the data active means inhibition above about 4.5%;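 further: 0% = vehicle wells with enzyme and 100% = reference inhibitor wells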
# MT1-MMP act inh – blockers of MT1-MMP proenzyme processing, primary screen, HT1080 RFP-PRO-GFP cells, GFP/RFP fluorescence; GFP/RFP ratio fluorescence, overnight; percent of plate control window, DMSO zero; Matrix metalloproteinase-14 (Homo sapiens), P50281; GFP/RFP ratio change, % at 20 µM; 0.061% of 360,000 active; AID 651647, 2012;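 active means GFP/RFP ratio change of at least 30% with cell ATP level not reduced by more than half and red fluorescence within 50% of control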; further: strong numbers were not always called active
#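 Assay system: RFP-PRO-GFP reporter HT1080 cells; read-out basis: GFP/RFP fluorescence ratio; benchmarks: DMSO wells and RFP-L50D-GFP cells; doses: 20 µM single dose, 1% DMSO; schedule: overnight cell settling, then overnight compound exposure, 37 °C, 5% CO2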
# FAS-TE inh – FAS thioesterase domain inhibitors, primary screen, biochemical, fluorescence intensity, uHTS; 0.67% of 360,000 active; AID 602261, 2012; Fatty acid synthase (Homo sapiens), P49327; recombinant FAS-TE, OMFH fluorogenic substrate, fluorescence endpoint; inhibition, % at 15 µM;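 active means compounds whose normalised, plate-corrected inhibition of enzyme fluorescence in the single-dose primary screen is 50% or more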;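 further: 0% = DMSO with enzyme and 100% = substrate without enzyme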
# Rin1-Abl PPI inh – inhibitors of Rin1-Abl protein binding, primary screen, biochemical, TR-FRET; Tyrosine-protein kinase ABL1 (Homo sapiens) + Ras and Rab interactor 1 (Homo sapiens), …; inhibition, % at 7.35 µM; AID 588664, 2011; 0.4% of 360,000 active; in the data active means inhibition above about 5%, passing the limit was not always enough
# Active calls of the source: *; i = inactive; · = no result given.
Molecule,CSN inh,bovine MsrA act,eLon inh,MLLE-PAM2 inh,Rpn11 block,MsrA inhibitor,MT1-MMP act inh,FAS-TE inh,Rin1-Abl PPI inh
Cc1ccc(NC(=O)C2(C)Cc3ccccc3C(=O)O2)cc1 (configuration not stated),-3.4,-10.2,1.0,0.5,i,1.1,0.7,0.2,1.1
O=C1OCCC1Sc1nnc(-c2ccc3c(c2)OCO3)o1 (configuration not stated),11.2,-3.4,-2.2,-2.2,i,1.0,-0.8,-4.6,1.9
Cc1ccccc1Nc1nc(N)nc(COC(=O)c2ccccc2)n1,-14.1,-3.1,-0.5,5.6,i,-0.5,0.4,-9.2,1.4
O=C(c1cc2nc(-c3ccc(Cl)cc3)cc(C(F)(F)F)n2n1)N1CCOCC1,-4.6,-3.5,-3.7,7.3,i,0.1,1.4,-2.0,-1.7
CCN1CCN(CCNC(=O)c2cn(C(C)c3ccccc3F)nn2)CC1 (configuration not stated),-4.4,-1.0,-2.7,-13.2,i,0.9,-2.5,-2.9,-0.3
O=C(O)CCC(=O)NN1C(=O)c2ccccc2NC1c1ccco1 (configuration not stated),1.9,-3.2,-2.1,-8.1,i,-1.1,1.0,-5.2,-3.0
CC(=O)NCCc1cnc[nH]1,2.5,0.5,-4.9,-8.4,i,-0.1,3.2,-4.7,1.9
CC(C(=O)Nc1ccc(S(=O)(=O)N2CCCC2)cc1)N1CCN(C(=O)c2ccco2)CC1 (configuration not stated),-4.4,0.0,-3.1,-17.4,i,1.1,-0.2,-5.4,2.3
O=c1oc(-c2ccccc2)nc2sc3c(c12)CCC3,6.5,2.2,-3.6,11.9,i,1.5,-3.5,41.3,2.1
CC(C)C[C@H]1CN([C@@H](Cc2ccc(O)cc2)CN2CCC[C@H]2CN2C(=O)C(=O)NC[C@@H]2Cc2ccccc2)C(=O)C(=O)N1CC1CCCCCC1,0.3,1.1,8.6,·,·,1.0,2.3,13.9,·
CC(C)c1onc(C(=O)N2CCCCCC2)c1[N+](=O)[O-],-0.6,-2.7,-2.7,1.4,i,0.3,5.1,-2.6,-4.2
C=CC[C@]12C=C(OC)C(=O)C=C1O[C@@H](c1ccc3c(c1)OCO3)[C@H]2C,3.7,-4.6,-4.5,-2.6,i,0.8,4.8,-1.3,1.9
N#C/C(=C\c1c(N2CCCCCC2)nc2ccccn2c1=O)C(N)=O,-1.4,-4.4,-0.6,3.4,i,1.1,0.1,-3.7,-7.3
O=C(NNS(=O)(=O)Cc1ccccc1)c1ccc([N+](=O)[O-])cc1,4.4,-6.4,1.4,10.0,i,0.0,-1.1,32.8,-1.0
COc1ccc(-c2csc(Cc3nnc4n3CCCCC4)n2)cc1,0.1,1.9,-1.9,-19.0,i,0.1,1.8,-3.8,0.2
CCc1nnc(NC(=O)Cc2cccs2)s1,16.0,-0.7,-7.8,-17.8,i,-0.4,-0.8,-1.4,1.6
COc1ccccc1N=Nc1c(C)[nH]n(-c2ccccc2)c1=O,2.3,-5.5,-2.5,-3.3,i,-1.4,6.6,23.1,1.5
C(=N\Nc1cc(N2CCCCC2)ncn1)/c1ccco1,0.8,-4.4,3.0,4.1,i,3.3,-5.9,-3.4,-0.6
CCCCOc1ccc(N2C(=O)C(C)CNC2=S)cc1 (configuration not stated),-11.5,-5.7,6.5,52.0*,i,0.5,0.2,-6.3,5.6
COc1ccc(-c2cc(C(F)(F)F)n3nc(C(N)=O)cc3n2)cc1,-4.5,-7.7,-3.7,6.6,i,-0.5,-1.1,-8.7,-1.1

# Sorted by count of non-hydrogen atoms (rising): part of the list above
Molecule,CSN inh,bovine MsrA act,eLon inh,MLLE-PAM2 inh,Rpn11 block,MsrA inhibitor,MT1-MMP act inh,FAS-TE inh,Rin1-Abl PPI inh
COc1ccccc1N=Nc1c(C)[nH]n(-c2ccccc2)c1=O,2.3,-5.5,-2.5,-3.3,i,-1.4,6.6,23.1,1.5
COc1ccc(-c2csc(Cc3nnc4n3CCCCC4)n2)cc1,0.1,1.9,-1.9,-19.0,i,0.1,1.8,-3.8,0.2
N#C/C(=C\c1c(N2CCCCCC2)nc2ccccn2c1=O)C(N)=O,-1.4,-4.4,-0.6,3.4,i,1.1,0.1,-3.7,-7.3

# The listing continues.
Molecule,CSN inh,bovine MsrA act,eLon inh,MLLE-PAM2 inh,Rpn11 block,MsrA inhibitor,MT1-MMP act inh,FAS-TE inh,Rin1-Abl PPI inh
CN(CC(=O)Nc1ccccc1C(F)(F)F)C(=O)Cc1ccccc1F,-6.2,-2.6,4.7,-28.7,i,-0.7,1.7,-7.2,3.0
Cc1cc(C(=O)OCC(=O)N2CC(=O)Nc3ccccc32)c(C)n1-c1ccc(F)cc1,0.5,-2.2,-1.2,-7.0,i,-1.8,-2.5,2.5,-1.6
Cc1ccc(-c2noc(CN(C(=O)CCCN3C(=O)c4ccccc4C3=O)C(C)C)n2)cc1,1.1,-4.8,-7.0,-11.5,i,0.2,-3.6,14.4,1.7
COc1ccc(Br)cc1CN1CCN(S(=O)(=O)Cc2ccccc2)CC1,0.8,-5.2,2.9,10.6,i,-0.1,-2.6,6.1,1.3
COCC1CCN(C(=O)CCc2nnc(C3(c4ccc(Cl)cc4)CCC3)o2)CC1,-1.2,-11.3,0.8,-0.3,i,1.1,3.2,-3.8,8.4
O=C(CN1C(=O)NC(CCc2ccccc2)C1=O)Nc1cccc(Br)c1 (configuration not stated),-0.2,-2.1,0.3,-12.5,i,-0.4,8.0,27.8,-0.9
Cc1cn(C(=O)c2ccccc2)c(=S)n1-c1ccc(Br)cc1,-0.6,-8.4,-2.6,6.3,i,2.6,-1.3,19.3,0.3
CC(C)C[C@@]12C(=O)N(c3cccc(Cl)c3)C(=O)N1[C@H](c1ccc(F)cc1)[C@@H]1C(=O)N(C3CCCCC3)C(=O)[C@@H]12,-3.4,-2.3,-6.8,8.0,i,0.0,-9.3,84.0*,0.1
Cc1nc(NC(=O)c2cccs2)ccc1Br,-7.7,-8.0,0.8,6.5,i,0.8,0.1,2.6,1.4
Cc1cc(C(=O)NCC(=O)OCC(=O)N(C2CCCCC2)C2CCCCC2)ccc1[N+](=O)[O-],-9.0,-1.0,1.4,4.9,i,-0.2,2.9,23.2,-1.2
Cc1cc(C)cc(C(=O)N2CCC(CCC(=O)NC3CC3)CC2)c1,-1.8,-14.2,1.5,-9.9,i,-1.2,3.1,-4.6,6.8
CC/C(=C\c1oc2cc3ccccc3cc2[n+]1CC)Nc1ccccc1,-2.0,-12.2,2.6,-84.1,i,1.6,3.3,-17.9,2.1
COC(=O)c1sccc1NC(=O)CC1C(=O)NCCN1C(=O)c1ccc(N(C)C)cc1 (configuration not stated),3.2,-1.1,2.4,-2.7,i,0.1,2.4,-4.7,3.3
O=C(Cn1cc(SCc2cccc(Cl)c2)c2ccccc21)N1CCOCC1,-0.5,-4.0,-4.6,29.8,i,0.3,-5.7,17.4,0.1
CCOC(=O)c1cccc(C(=O)Oc2ccccc2)n1,-0.7,-1.3,-4.7,-2.8,i,-0.7,17.3,-5.6,-1.7
CCCCCCCCCCS(=O)(=O)N/N=C/c1ccccc1OC,-4.0,0.5,-1.0,-10.2,i,-0.1,1.5,40.6,2.1
CN1CCC(N(C)C(=O)/C=C/c2cn(-c3ccccc3)nc2-c2cccs2)CC1,17.2,0.7,-0.4,5.8,i,0.3,-2.3,-3.1,-3.5
CN(C)c1ccc(C2N(c3ccc(Cl)cc3)C(=O)C3CCCN32)cc1 (configuration not stated),3.0,-8.8,-0.6,-3.3,i,0.4,-0.6,-5.2,-2.6
O=C(CN1CCN(CC(=O)c2ccc(F)cc2)CC1)Nc1ccccc1Cl,0.4,-3.9,-17.6,13.6,i,-0.6,6.3,-3.7,2.2
O=C(N/N=C\C=C\c1ccco1)c1cncc(Br)c1,2.3,-1.9,-6.7,-6.7,i,3.3,6.3,-1.8,-0.7
CNC(=O)c1c[nH]c2ccc(S(=O)(=O)Nc3cccc(SC)c3)cc2c1=O,1.3,-0.7,9.2,-5.9,i,-0.6,-11.6,3.8,-0.7
O=[N+]([O-])c1cc(Cl)ccc1NCCc1ccccn1,-4.6,-1.8,-0.7,-12.1,i,0.4,2.3,4.6,-3.7
COc1cccc(CNC(=O)CCC(=O)N2CCSc3ccccc32)c1OC,0.9,-2.3,-1.1,3.4,i,1.5,2.7,-1.6,1.3
O=C(Nc1ccc(Nc2ccccc2)cc1)C(Cl)(Cl)Cl,-6.3,-4.3,-19.7,5.3,i,0.4,5.3,8.9,2.5
O=C(c1ccccc1Cl)N(Cc1ccc(Br)cc1)N1C(=O)CCC1=O,0.7,-2.0,2.2,2.0,i,-1.0,1.6,4.5,-3.2
COc1cccc(-c2sc3ccc(OC)cc3c2-c2ccc(O)cc2)c1,-0.8,-5.5,0.7,-1.6,i,-0.5,-1.9,18.2,-3.6
COC(=O)Cc1nc2c(N)nc(N)nc2[nH]c1=O,-3.6,-2.7,-2.8,9.5,i,0.8,-2.4,-9.9,0.7
CC(Oc1ccccc1)C(=O)OCC(=O)NC(=O)NCc1ccco1 (configuration not stated),-1.7,0.8,-3.4,-3.0,i,0.4,-2.1,-2.4,0.3
Cc1ccc2nc(-c3ccccn3)c(NC3CCCC3)n2c1,-22.3,-2.5,4.4,15.6,i,1.8,3.2,5.3,0.6
COCC(=O)Nc1cc(C)cn(Cc2ccc(F)cc2)c1=O,0.0,-3.2,3.0,1.6,i,1.2,3.5,-4.4,-0.2
O=[N+]([O-])c1cc([N+](=O)[O-])c(Oc2c(Cl)cccc2Cl)cc1NN1CCCCC1,-4.9,-1.6,-4.3,-4.4,i,0.1,-1.0,25.5,0.8
O=S1(=O)C=C(SCc2ccc(Cl)c(Cl)c2)Nc2ccccc21,-3.0,-4.8,-8.5,1.8,i,0.4,4.8,17.5,0.9
O=C(CN1CCN(C(=O)CNC(=O)c2ccc(-c3ccccc3)cc2)CC1)Nc1ccccc1Cl,1.0,-6.6,7.6,3.0,i,0.6,-6.6,7.0,4.7
O=C(Oc1ccc(C(=S)N2CCOCC2)cc1Br)c1cc(Cl)ccc1Cl,5.2,0.3,-4.3,32.9,i,0.5,-1.1,25.1,1.4
CCN(CC)C(=O)C1=C(C)N(Cc2ccc(F)cc2)C(=O)C(CC(=O)NCc2ccco2)C1 (configuration not stated),-3.4,-1.7,5.1,12.2,i,0.3,1.6,0.7,-4.5
COP(=O)(CN(Cc1ccccc1)C(=S)Nc1c(C)cccc1C)OC,-4.7,-2.7,0.4,-4.9,i,0.0,-3.0,-1.6,-1.5
